SIRT5 inh = inhibitors of human sirtuin-5 desuccinylase | inhibition, % at 15 µM | 330,000 compounds, 1.1% hits | AID 652115 | Purified SirT5, succinyl-peptide AMC, trypsin-coupled fluorescence | Q9NXA8; in the data active = inhibition above about 15%; inconclusive = no clear call, values can overlap the other calls
Target sequence (Q9NXA8 whole entry, looked up): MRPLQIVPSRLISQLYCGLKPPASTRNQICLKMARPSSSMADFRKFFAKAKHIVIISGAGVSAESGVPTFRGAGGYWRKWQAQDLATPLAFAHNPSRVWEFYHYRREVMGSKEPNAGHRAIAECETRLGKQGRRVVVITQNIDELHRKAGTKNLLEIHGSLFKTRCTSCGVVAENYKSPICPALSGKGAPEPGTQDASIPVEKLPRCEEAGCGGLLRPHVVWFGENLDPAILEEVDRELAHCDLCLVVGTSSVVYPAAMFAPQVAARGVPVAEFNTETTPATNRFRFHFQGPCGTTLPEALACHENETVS
CASP6 VEID inh = inhibitors of human caspase-6 | P55212 | purified caspase-6, Z-VEID-R110 cleavage fluorescence | inhibition, % at 12.5 µM | 350,000 compounds, 0.53% hits;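 active = mean inhibition across replicates at least about 35%, with every replicate also reaching that limit, limit read from the data; inconclusive = only one of the two criteria met; inactive = neither criterion met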;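 note: 0% = median of neutral control wells and 100% = no fluorescence left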
Target sequence (P55212 24-179 limits assumed): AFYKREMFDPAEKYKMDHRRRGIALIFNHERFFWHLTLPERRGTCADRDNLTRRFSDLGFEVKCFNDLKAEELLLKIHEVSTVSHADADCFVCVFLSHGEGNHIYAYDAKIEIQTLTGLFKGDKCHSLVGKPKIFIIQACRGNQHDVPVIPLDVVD
Target sequence (P55212 194-293 limits assumed): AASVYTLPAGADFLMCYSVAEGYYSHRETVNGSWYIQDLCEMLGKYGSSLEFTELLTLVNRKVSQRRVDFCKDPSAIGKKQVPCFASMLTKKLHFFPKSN
DENV2 CPE = inhibitors of DENV2 cytopathic effect; DENV2-infected cells, cytopathic effect rescue, plate reader; CPE inhibition, % at 9.99 µM; 350,000 compounds, 1.7% hits; in the data active = CPE inhibition above about 20%, passing the limit was not always enough; inconclusive = no clear call, values can overlap the other calls; tested in BHK-21 cells;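 note: 0% = median of neutral control wells and 100% = median of positive control wells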
EWS-Fli block = blocks EWS/Fli oncoprotein-driven transcription. A673 NR0B1-luciferase reporter, viability-normalised. inhibition, % at 12.6 µM. 350,000 compounds, 0.67% hits. AID 651661;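 active = mean inhibition of at least 50% after viability correction, with every replicate also passing that limit; inconclusive = mean reaches 50% but only one of two replicates passes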;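 note: firefly luciferase signal divided by Alamar Blue viability fluorescence both relative to DMSO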
LGR2 inh = Drosophila LGR2 receptor signaling inhibition; HEK293 LGR2, CRE-luciferase, bursicon-stimulated, 4 h; inhibition, % at 9.99 µM; 380,000 compounds, 0.35% hits; AID 720647;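 active = drop in luminescence signal, shown as inhibition above about 50% in the replicate tests, limit read from the data, passing the limit was not always enough; inconclusive = probably only some replicates passing the limit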;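 note: agonist challenge used bursicon conditioned medium at about half maximal strength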
PAX8 inh HTS = inhibitors of PAX8 transcriptional activity in RMG-I cells; RMG-I TPO-luciferase reporter, SteadyGlo, 24 h; inhibition, % at 12.6 µM; 360,000 compounds, 1.2% hits; AID 652154;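 active = mean replicate inhibition at least 60% with every replicate also reaching 60%; inconclusive = only one of the two criteria is met; inactive = mean below 60% and not all replicates reaching 60%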;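 note: luciferase light reporting Pax8 driven TPO promoter activity; plate controls were median of neutral control wells for no effect and mitoxantrone controls for full effect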
ARNT TACC3 PPI = disrupts binding between human ARNT and TACC3; Q9Y6A5; AlphaScreen His-ARNT PAS-B/GST-TACC3 binding, luminescence; TACC3 fragment carries E629A point mutation; inhibition, % at 9.99 µM; 390,000 compounds, 0.66% hits; AID 623870;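 active = mean inhibition of replicates at least 50% and at least half of replicates each reaching 50%; inconclusive = half or more replicates reach 50% but mean below 50%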;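 note: 0% = complete ARNT plus TACC3 wells and 100% = ARNT alone without TACC3; many hits fall short of the cut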
The depositor's hits bear a star; ? = inconclusive; . = no result given; & = joins results of further samples.

A first look:
no.	structure	SIRT5 inh	CASP6 VEID inh	DENV2 CPE	EWS-Fli block
1	Cc1ccc(CCNC(=O)C2CCCN(S(C)(=O)=O)C2)cc1 (stereo unspecified)	0	1	-2	-7
2	Cc1noc(C)c1NC(=O)Nc1ccc2c(c1)C(=O)N([C@@H](C)CO)C[C@@H](C)[C@@H](CN(C)S(=O)(=O)c1cccs1)OCCCC[C@H](C)O2	-1	-4	-4	1
3	COc1cc(C)cc2oc(=O)c(CC(=O)N3CCN(C(=O)C4COc5ccccc5O4)CC3)c(C)c12 (stereo unspecified)	-13	4	2	.
4	CCC(=O)N1C[C@H](C)[C@H](OC)CN(C)C(=O)c2ccc(NC(=O)c3cnccn3)cc2OC[C@@H]1C	0	0	-2	-2
5	Cc1ccc(-c2ccc([C@H]3[C@H]4CN(C(=O)NC(C)C)CC(=O)N4[C@H]3CO)cc2)cc1	3	2	-3	-14
6	O=C(c1cnccn1)N1CC[C@@H]2[C@H]1c1cc(C#Cc3cccnc3)ccc1N[C@@H]2CO	5	0	3	-14
7	COc1ccc2nc(-c3ccccc3)cc(C(=O)OCC(=O)N3CCCCC3)c2c1	-10	8	-1	-13
8	O=C(O)c1ccc(N/N=C/c2ccc(-c3ccccc3Cl)o2)cc1	3	6	-4	-50
9	N#C/C(=C\c1ccc(N2CCOCC2)c([N+](=O)[O-])c1)c1nc2ccccc2[nH]1	.	0	-6	-29
10	O=C(NCC(c1cccs1)N1CCOCC1)c1ccc(Cl)cc1 (stereo unspecified)	-8	0	2	46

no.	LGR2 inh	PAX8 inh HTS	ARNT TACC3 PPI
1	-8	-2	5
2	5	-13	-9
3	12	19	0
4	22	9	-4
5	-14	-5	.
6	7	2	5
7	.	-5	-3
8	-27	-119	2
9	?	37	0
10	-7	20	-6

The listing (from the top)
no.	structure	SIRT5 inh	CASP6 VEID inh	DENV2 CPE	EWS-Fli block
1	Cc1ccc(CCNC(=O)C2CCCN(S(C)(=O)=O)C2)cc1 (stereo unspecified)	0	1	-2	-7
2	Cc1noc(C)c1NC(=O)Nc1ccc2c(c1)C(=O)N([C@@H](C)CO)C[C@@H](C)[C@@H](CN(C)S(=O)(=O)c1cccs1)OCCCC[C@H](C)O2	-1	-4	-4	1
3	COc1cc(C)cc2oc(=O)c(CC(=O)N3CCN(C(=O)C4COc5ccccc5O4)CC3)c(C)c12 (stereo unspecified)	-13	4	2	.
4	CCC(=O)N1C[C@H](C)[C@H](OC)CN(C)C(=O)c2ccc(NC(=O)c3cnccn3)cc2OC[C@@H]1C	0	0	-2	-2
5	Cc1ccc(-c2ccc([C@H]3[C@H]4CN(C(=O)NC(C)C)CC(=O)N4[C@H]3CO)cc2)cc1	3	2	-3	-14
6	O=C(c1cnccn1)N1CC[C@@H]2[C@H]1c1cc(C#Cc3cccnc3)ccc1N[C@@H]2CO	5	0	3	-14
7	COc1ccc2nc(-c3ccccc3)cc(C(=O)OCC(=O)N3CCCCC3)c2c1	-10	8	-1	-13
8	O=C(O)c1ccc(N/N=C/c2ccc(-c3ccccc3Cl)o2)cc1	3	6	-4	-50
9	N#C/C(=C\c1ccc(N2CCOCC2)c([N+](=O)[O-])c1)c1nc2ccccc2[nH]1	.	0	-6	-29
10	O=C(NCC(c1cccs1)N1CCOCC1)c1ccc(Cl)cc1 (stereo unspecified)	-8	0	2	46
11	CCN(CC)CCCC(C)n1c2nc(=O)[nH]c(=O)c-2nc2cc(Cl)ccc21 (stereo unspecified)	15	82*	-8	-16
12	Cc1ccccc1-n1c(-c2ccco2)n[nH]c1=S	-6	-2	6	-3
13	CC(=O)Nc1ccc(NC(=O)c2c(C)nn(Cc3ccccc3Cl)c2C)cc1	0	-3	1	-13
14	O=C(Nc1ccccc1)c1cccc(C(F)(F)F)c1	.	.	.	.
15	Cn1c(COc2cccc3ccccc23)nnc1SCC(=O)OC1CCCCC1	2	0	0	11

no.	LGR2 inh	PAX8 inh HTS	ARNT TACC3 PPI
1	-8	-2	5
2	5	-13	-9
3	12	19	0
4	22	9	-4
5	-14	-5	.
6	7	2	5
7	.	-5	-3
8	-27	-119	2
9	?	37	0
10	-7	20	-6
11	11	15	44
12	12	-9	.
13	15	-17	-16
14	-2	-19	-2
15	4	21	-13

The list goes on.
no.	structure	SIRT5 inh	CASP6 VEID inh	DENV2 CPE	EWS-Fli block
16	C[C@@H]1CN([C@H](C)CO)C(=O)c2cc(NC(=O)C3CC3)ccc2O[C@H]1CN(C)Cc1ccccc1	-1	0	2	10
17	O=C(CN1CCOCC1)NCc1ccccc1	-10	0	10	-1
18	COc1cccc(CNc2nc(-c3cccnc3)nc3ccccc23)c1	-9	7	-11	3
19	NC(=O)c1nn(-c2ccccc2)nc1NC(=O)CN1CCCC1	-5	-2	6	-7
20	O=C(CSc1nnnn1-c1cccc(F)c1)NC1CC1	.	-2	-1	4
21	CCOC(=O)N1CCC(NCCNC(=O)c2ccccc2)CC1	.	0	8	9
22	CCC(C)NS(=O)(=O)c1ccc(NC(=O)C(Sc2ccccc2)c2ccccc2)cc1 (stereo unspecified)	-1	0	.	24
23	COc1ccc(C(c2nnnn2C2CCCCC2)N2CCN(C/C=C/c3ccccc3)CC2)cc1 (stereo unspecified)	0	-2	8	1
24	CC(C)NC(=O)Nc1ccc2c(c1)C(=O)N([C@@H](C)CO)C[C@@H](C)[C@@H](CN(C)Cc1ccccc1)OCCCC[C@H](C)O2	0	-5	-4	-12
25	C[C@H]1CCCCO[C@H](CN(C)CC2CCCCC2)[C@@H](C)CN([C@@H](C)CO)C(=O)c2cc(NC(=O)C3CCCCC3)ccc2O1	-2	-1	6	14
26	CCN(C(=O)CN1CCCC(C)C1)c1c(N)n(Cc2ccccc2)c(=O)[nH]c1=O (stereo unspecified)	-1	1	-6	3
27	COc1ccc2cc(C(=O)N3CCN(c4ccccc4OC)CC3)[nH]c2c1	-1	9	-2	-1
28	N#C/C(=C/c1ccc2c(c1)OCO2)C(=O)Nc1ccc(O)cc1	-2	0	.	30
29	O=C(NCC(c1ccco1)N1CCN(c2ccc(F)cc2)CC1)OCc1ccccc1 (stereo unspecified)	-3	-2	-2	6
30	Cc1cc(=O)oc2cc(NC(=O)c3ccccc3C(=O)O)ccc12	-3	-1	-4	2

no.	LGR2 inh	PAX8 inh HTS	ARNT TACC3 PPI
16	16	2	3
17	-6	.	5
18	14	23	8
19	2	20	2
20	4	15	39
21	21	-25	-5&-14
22	30	38	-2
23	10	-8	.
24	-5	15	6
25	-16	-2	-14
26	8	11	5
27	4	1	7
28	-80	-6	-1
29	-4	55	.
30	-16	5	-4

(list continues)
no.	structure	SIRT5 inh	CASP6 VEID inh	DENV2 CPE	EWS-Fli block
31	O=c1nc2cccc3c2=c(/c1=C(\O)c1ccccc1)c1ccccc1c3=O	2	3	11	-5
32	O=[N+]([O-])c1ccc(S(=O)(=O)Nc2ccc(S(=O)(=O)N3CCCC3)cc2)cc1	0	4	-2	2
33	CCCCN(CC(=O)NCc1ccc(F)cc1)C(=O)c1ccco1	0	-1	5	-6
34	O=C(C1CCCC1)N1CC(=O)N2[C@H](CO)[C@H](c3ccc(-c4ccccc4F)cc3)[C@@H]2C1	0	-3	?	-5
35	C[C@H](CO)N1C[C@H](C)[C@H](CN(C)Cc2cccc(C(F)(F)F)c2)Oc2ncc(C#CCN(C)C)cc2C1=O	-2	1	9	9
36	O=C(O)c1cccc(N=NN2CCOCC2)c1	0	10	-5	-15
37	COCC(=O)N[C@H]1C=C[C@@H](CC(=O)NCc2ccc(Cl)cc2)O[C@H]1CO	.	.	.	-6
38	COc1ccc2c(c1)/C(=C\c1cccc(/C=C3/C(=O)Nc4ccc(OC)cc43)n1)C(=O)N2	-2	-3	-4	67*
39	COc1ccc(S(=O)(=O)Nc2ccc3c(c2)CC(=O)N([C@@H](C)CO)C[C@@H](C)[C@H](CN(C)Cc2ccc(C(=O)Nc4ccccc4N)cc2)O3)cc1	-1	0	2	38
40	CC(C)(C)C(=O)Cn1ncc(N2CCOCC2)c(Br)c1=O	.	1	-9	-15
41	CCOc1ccc(/C=N/Nc2ccccn2)cc1OC	.	-3	0	-98
42	O=C1CCCC(O)=C1N=Nc1c(Cl)cc(Cl)cc1Cl	.	.	.	.
43	O=C(CCS(=O)(=O)c1ccc(F)cc1)Nc1nnc(-c2ccc(F)cc2)o1	-1	-1	12	-7
44	Cc1ccc2nc(NCCc3ccc(Cl)cc3)c3nncn3c2c1	0	-1	-2	-4
45	COCCCNC(=O)C[C@@H]1C[C@@]2(C(=O)OC)CCCCC=C2N(CCc2ccc(OC)c(OC)c2)C1=O	.	9	10	-2

no.	LGR2 inh	PAX8 inh HTS	ARNT TACC3 PPI
31	4	-11	5
32	9	-16	2
33	-10	12	2
34	-13	.	.
35	9	.	0
36	0	-3	0
37	-9	-1	.
38	74*	27	-4
39	18	.	.
40	14	-19	3
41	-59	-196	10
42	1	9	-30
43	5	.	8
44	8	-8	-3
45	4	-17	.

Other structures:
no.	structure	SIRT5 inh	CASP6 VEID inh	DENV2 CPE	EWS-Fli block
46	Cc1ccc(-c2ccc(CCC(=O)O)n2NC(N)=S)cc1	.	.	.	.
47	C[C@@H]1CN([C@H](C)CO)C(=O)c2cc(-c3ccccc3F)cnc2O[C@H]1CN(C)Cc1ccc(F)cc1	5	3	29*	3
48	O=C(Nc1cccc(Cl)c1)N[C@@H]1CC[C@@H](CCNC(=O)C2CCCCC2)O[C@H]1CO	1	5	3	-7
49	CC(=O)CCc1oc2ccc(C)cc2c1-c1ccc(C)o1	5	1	1	10
50	COc1cc(C)c(CN2CCC(n3nccc3NC(=O)C3CC3)CC2)cc1C	6	-5	2	5
51	C[C@H]1CN([C@@H](C)CO)C(=O)Cc2cc(N(C)C)ccc2O[C@@H]1CN(C)Cc1ccc(C(F)(F)F)cc1	.	.	.	5
52	CCOC(=O)C1(Cc2cccc(F)c2)CCN(C(=O)Cc2cccnc2)CC1	-3	0	-12	6
53	Cc1ccc2cc(-c3noc(C4CCCCC4)n3)c(=O)[nH]c2c1	.	3	-3	-9
54	CCc1noc(C)c1C(=O)N(CC)CC(=O)NCc1ccc(Cl)cc1	-1	1	6	-1
55	C[C@H]1CN([C@@H](C)CO)C(=O)Cc2cc(NS(=O)(=O)c3ccc(F)cc3)ccc2O[C@@H]1CN(C)Cc1ccc(C(=O)O)cc1	7	-3	-5	0
56	CCN(CC)c1ccc(/C=N/N2CCN(Cc3ccccc3Cl)CC2)cc1	-2	-1	-1	-7
57	CO[C@@H]1CN(C)C(=O)c2ccc(NC(=O)c3ccccn3)cc2OC[C@@H](C)N(CCC(F)(F)F)C[C@H]1C	3	.	-4	-11
58	Cc1ncc(CN2CCC(CO)(Cc3ccccc3)CC2)s1	18*	0	4	2
59	COc1cc(NC(=O)c2ccc(COCC(F)(F)F)o2)cc(OC)c1OC	2	-1	-1	-8
60	FC(F)(F)c1cc(Cl)c2nc(-c3ccccc3)c(Cc3cccc(Cl)c3)n2c1	-2	9	?	-11
61	CCNC(=O)C1(C)CCN(C(=O)c2cccc(OC(C)=O)c2C)C1 (stereo unspecified)	6	2	17	0
62	Cc1cnc(C(=O)OC(C)C(=O)NCc2ccccc2)cn1 (stereo unspecified)	-3	2	7	3
63	Cc1noc(C)c1C(=O)OCC(=O)NCc1ccccc1	1	1	-8	-3

no.	LGR2 inh	PAX8 inh HTS	ARNT TACC3 PPI
46	4	-20	38
47	-6	.	.
48	2	10	7
49	1	4	3
50	-5	16	-7
51	-22	17	.
52	2	15	.
53	-13	8	-6
54	0	6	.
55	-5	.	-1
56	-1	-41	34
57	-8	7	39
58	5	17	-4
59	-5	.	-9
60	-14	3	.
61	-6	7	.
62	-10	-1	-2
63	5	-9	-2

Screening results as filed in PubChem BioAssay.
